Source: PubChem BioAssay (National Center for Advancing Translational Sciences (NCATS))
ATXN viability: cell viability loss in ATXN counter-screen; S2 cells (HEK-293 line with an ATXN2-luciferase reporter) viability, CellTiter-Fluor protease fluorescence, 24 h; hit rate 0.49% among 400,000; AID 651635; Potency, µM (series often up to 56.7 µM), hits mostly cytotoxic; also: potency is read from the fitted curve at half-maximal effect; nearly all actives have a fitted effect of over 40% in size
Nrf2 activator: activators of Nrf2 (ARE) signaling; AREc32 ARE-luciferase reporter (MCF7-derived line), luminescence, 24 h; Potency, µM (series often up to 46.1 µM), inactives show top-dose activation, hits mostly activators; hit rate 0.31% among 410,000; also: potency is read from the fitted curve at half-maximal effect; % of control where 0% means no effect; nearly all actives have a fitted effect of over 65% in size
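ARE-driven firefly luciferase activity in AREc32 cells measured after a 24 hr compound exposure at 37 deg C, using Steady-Glo reagent and a 30 min room-temperature hold.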
TGFb inhibitor: TGF-b pathway inhibition; HepG2 CAGA-GFP TGF-b/SMAD3 reporter, GFP fluorescence, 18 h; TGF-beta stimulated, 500 pg/mL final; Potency, µM (titrated, usually from 46.1 µM), inactives show top-dose activity, negative = inhibition, usual class: inhibitors; hit rate 1.2% among 410,000; also: potency is read from the fitted curve at half-maximal effect; % is scaled to controls: 0 for no effect and ±100 for the full control effect; nearly all actives have a fitted effect of over 65% in size
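First, reporter cells (HEPG2 CAGA-GFP) rested 2 h at 37 degrees C. Next, compounds were pinned in and TGF-beta added to 500 pg/mL final. After 18 h, GFP was imaged per cell and summed per well.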
CCT modulator: changes cytosolic chaperonin activity; activity change, % (test concentration not listed), hits read low; hit rate 0.3% among 360,000; purified chaperonin ATPase assay, HTRF ADP detection, 30 min; AID 651819; in the data active = activity change below about -30%; also: % is scaled to controls: 0 for no effect and ±100 for the full control effect
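First, chaperonin was dispensed at 40 nM or 20 nM final depending on batch activity. Next, compounds were pinned at 76 uM and ATP added at 10 uM. After 30 min at 37 °C, ADP detection reagents ran 30 min at ambient temperature.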
Akt phos inh: inhibitors of Akt phosphorylation; activity change, % for hits at 50 µM; AID 651550; Neuro2A IGF-stimulated pAkt S473 HTRF, 20 min; hits give low values; hit rate 0.32% among 360,000; in the data active = activity change below about -80%; inconclusive = mostly about -51% to -80%; also: % is scaled to controls: 0 for no effect and ±100 for the full control effect
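Neuro2A cells (4,500/well, DMEM with 0.5% FBS) were treated with compound at a single 50 µM final concentration, stimulated with 6 nM IGF for 20 min at 37 °C, and lysed. Phospho-Akt Ser473 was read by HTRF as 665/615 ratio ×10^4.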
A549 viability: kills or reduces viability of A549 cells in Nrf2 counter-screen; hit rate 0.16% among 390,000; Potency, µM (series often up to 46 µM), for the others: at the highest dose activity change, negative = cytotoxicity, hits mostly inhibitors; AID 504648; A549 ARE-Fluc cells, CellTiter-Fluor viability, 18-24 h; also: potency is read from the fitted curve at half-maximal effect; % is scaled to controls: 0 for no effect and ±100 for the full control effect
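Cytotoxicity counterscreen: CellTiter-Fluor fluorescence was measured in A549 ARE_Fluc cells after 18-24 h of compound exposure in a concentration series. The subsequent BugLite luminescent read reports ARE-luciferase activity.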
Mm-Cpn inhibitor: inhibitors of Methanococcus maripaludis chaperonin (MmCpn). purified Mm-Cpn ATPase, ADP Transcreener TR-FRET. Potency, µM (top dose mostly 76.9 µM), for the others: at the highest dose activity, negative = inhibition, hits mostly inhibitors. hit rate 0.031% among 330,000; also: potency is read from the fitted curve at half-maximal effect; % is scaled to controls: 0 for no effect and ±100 for the full control effect; nearly all actives have a fitted effect of over 80% in size
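Measured: ADP formation by purified Mm-CPN. Conditions: 25 nM protein, 10 uM ATP, Tris pH 7.4 with Mg2+, K+ and DTT, 37°C for 30 min. Detection: Transcreener HTRF after 30 min at room temperature.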
Nrf2 inh: blocks Nrf2 signaling; A549 ARE-Fluc reporter, luciferase luminescence, 18-24 h; Potency, µM (titrated, usually from 46 µM), for the others: top-dose activity change, negative = inhibition, usual class: inhibitors; hit rate 2.1% among 360,000; also: potency is read from the fitted curve at half-maximal effect; % is scaled to controls: 0 for no effect and ±100 for the full control effect; nearly all actives have a fitted effect of over 60% in size
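Reporter: ARE-Fluc in A549. Exposure: 18-24 h, 37 °C, 5% CO2, 5% FBS OPTI-MEM. Readouts: fluorescent cytotoxicity (CellTiter-Fluor), then luminescent Nrf2 signal after BugLite.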
HepG2 tox: HepG2 cytotoxicity, counter-screen for TGF-b inhibitors; Potency, µM (series often up to 46.1 µM), inactives show at the highest dose activity change, negative = cytotoxicity, actives largely listed as cytotoxic; HepG2 CAGA-GFP viability, ATP luminescence, 18 h; hit rate 0.76% among 410,000; also: potency is read from the fitted curve at half-maximal effect; some results filed as inactive show a strong effect at the top dose
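HepG2 CAGA-GFP cells (1000/well, DMEM with 1% FBS) received compound, then TGF-beta at 500 pg/mL final, and were incubated 18 hours at 37 degrees C. Viability was read by CellTiter-Glo luminescence. Media-only wells were set as complete cell-killing and DMSO as no toxicity.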
* = called active by the depositor; i = inactive; ? = inconclusive; . = not tested or not shown; & = joins results of further samples; [ ] = remark or other dose. Unless noted, calls follow the shape of the dose curve; as a rule, active = well fitted curve in the direction sought with a large enough effect; inconclusive = small, poorly fitted or top-dose-only effect, or another doubt; inactive = no such curve, though single readings can be large; an effect the other way counts as inactive or inconclusive.

SMILES | ATXN viability | Nrf2 activator | TGFb inhibitor | CCT modulator | Akt phos inh | A549 viability | Mm-Cpn inhibitor | Nrf2 inh | HepG2 tox
COc1ccccc1-c1noc(CSc2nc(N)cc(=O)[nH]2)n1 | i | 0.0% | -6% | -0.7 | i | -3% | 0% | 4% | 8%
CCN(C(=O)CSc1nc2ccc(OC)cc2[nH]1)c1c(N)n(Cc2ccccc2)c(=O)[nH]c1=O | i | 0.2% | -15% | 1.2 | i | -7% | -1% | 3% | 5%
Cc1nc2sc(C(c3ccccc3)N3CCN(CCO)CC3)c(O)n2n1 (configuration not stated) | i | -0.8% | -7% | 1.0 | i | 4% | 2% | 1% | -1%
CCc1nc2oc(C(=O)c3ccccc3)c(N)c2c2c1COC(C)(C)C2 | i | 0.5% | 0% | 0.7 | i | -6% | 0% | 5% | -5%
COc1ccc(NC(=O)CN(C)CC(=O)Nc2cccc(F)c2)cc1S(=O)(=O)N1CCCCC1 | i | -0.2% | -12% | 0.9 | i | -1% | . | 2% | -8%
CC(=O)N1CCOc2ccc(S(=O)(=O)NCC3CCC(C(=O)NCCC(C)C)CC3)cc21 (configuration not stated) | i | 0.3% | -15% | -0.6 | i | -2% | 0% | ? | -9%
Cc1ccc2oc3c(c(=O)c2c1)C(c1ccc(O)cc1)N(CCCN(C)C)C3=O (configuration not stated) | . | 4.9% | -6% | . | . | 5% | . | 25% | -3%
Fc1ccccc1CSc1ccc(-c2ccco2)nn1 | i | 7.0% | 6% | -2.2 | i | -1% | ? | ? | -3%
Cc1ccc(-n2c(=O)c3c4c(sc3n(Cc3ccccc3C)c2=O)CCC4)cc1C | i | 0.6% | -10% | . | . | 2% | . | 5%[9.27 µM] | -5%
C[C@@H]1COC(=O)[C@@H](Cc2ccc(F)cc2)C/C=C\C[C@H](CC(=O)N(CCO)Cc2ccccc2)C(=O)N1 | i | 1.8% | -5% | 1.3 | i | 4% | -2% | -13% | -19%
O=C(O)c1ccc(-c2noc(-c3ccc(F)cc3)n2)cc1 | i | -1.0% | -27% | . | . | ? | . | ? | -8%
CCOC(=O)c1ccc(CN(Cc2ccc(F)cc2)S(=O)(=O)c2ccc(F)cc2)cc1 | . | 0.7% | -2% | . | . | -1% | . | . | -2%
Cc1ccc(Cl)cc1N1CCN(CCCNC(=O)C2COc3ccccc3C2)CC1 (configuration not stated) | i | -0.3% | ? | . | . | 11% | . | . | -76%
O=C(c1cc2ccccc2cc1O)N1CCN(c2ccccn2)CC1 | i | 0.0% | -19% | -1.3 | i | 2% | 1% | 5% | 1%
CC(=O)C1=C(O)C(=O)N(c2cccc(C(=O)O)c2)C1c1ccc(F)cc1 (configuration not stated) | i | -0.1% | 7% | -0.2 | i | -9% | -1% | 13% | -11%
Cc1ccc(S(=O)(=O)NC(C)(C)CN2CCc3ccccc3C2)cc1 | i | -0.6% | ? | 0.5 | i | 24% | -1% | ? | 3%
O=C(CN1CCOCC1)Nc1ccccc1F | i | -0.1% | -19% | -0.1 | i | -3% | 1% | 3% | 6%
Cc1scc(C(=O)NNC(=S)NCc2ccccc2)c1C | i | -0.3% | -6% | -1.2 | i | 3% | -8% | 6% | -1%
Cc1ccc(CNC(=O)C(CC(C)C)N2Cc3ccccc3C2=O)cc1 (configuration not stated) | . | 1.0% | 0% | . | . | 8% | . | ? | -15%
COc1ccc(Br)cc1C1CC(=O)N2CN(C)CSC2=C1C#N (configuration not stated) | i | 0.1% | -16% | 1.9 | i | -3% | -3% | 17% | -24%
Cc1ccc2nc(SCC(=O)N3CCC(Cc4ccccc4)CC3)nc(=O)n2c1 | i | 3.9% | ? | -0.4 | i | 0% | -13% | ? | -23%
Cc1ccc(OCC(=O)NNC(=O)C(=O)NC(C)(C)C)cc1 | i | 2.0% | -5% | -2.8 | i | 0% | 0% | -8% | 10%
CN(CCC#N)c1ccc(C=C(C#N)c2cccc(C(F)(F)F)c2)cc1 | i | 6.7% | -13% | 0.9 | i | . | . | . | -26%
COc1ccc(/C=N/Nc2cc(N3CCOCC3)nc(C)n2)c(OC)c1 | ? | -0.4% | -29% | -5.2 | i | 6% | -3% | -16% | -24%
COCCCNC(=O)CNC(=S)N(Cc1ccccc1F)C1CCCCC1 | i | -0.7% | -2% | 0.0 | i | 12% | 0% | . | -1%
O=C(Nc1ccc2c(c1)OCO2)C1CCN(C(=O)c2ccc([N+](=O)[O-])cc2)CC1 | ? | 3.4% | 9% | 2.9 | i | 14% | 3% | 22% | -3%
COc1cccc(C(=O)NCCCc2ccccc2)c1OC | i | 0.6% | -2% | 1.5 | i | 2% | . | 5% | -2%
Cc1nc2ccccc2c(=O)n1NCc1cccs1 | i | ? | 9% | -1.3 | i | 10% | -2% | 4% | -35%
O=C(NC1CC1)c1ccc(Cn2c(SCc3ccc(F)cc3)nc3cccnc32)cc1 | . | 0.0% | ? | . | . | 0% | . | ? | -20%
CC(C)=NOc1nc(N2CCOCC2)nc(N2CCOCC2)n1 | i | 0.2% | -9% | -0.5 | i | 0% | -7% | 1% | 7%
Cc1cc(NC(=O)COc2ccc(Cl)cc2Cl)n(-c2ccccc2)n1 | i | 2.6% | 8% | 0.9 | i | -6% | 1% | ? | -2%
O=CN1CCN(CC(O)Cn2c3ccccc3c3ccccc32)CC1 (configuration not stated) | i | 0.1% | 19% | 1.8 | i | 13% | -2% | 1% | -13%
CCOCCCn1c(=NC(=O)c2cccs2)c(C#N)cc2c(=O)n3cccc(C)c3nc21 | i | 0.1% | 1% | -0.8 | i | -4% | -1% | -6% | 26%
COc1ccc([C@H]2CC(=O)C=C(c3cccc(NC(C)=O)c3)C2)cc1 | i | 4.6% | -16% | 1.6 | i | 7% | -14% | -9% | -6%
CCn1c(=O)c2c(nc3n2CCCN3CCc2ccccc2)n(C)c1=O | i | 3.2% | 0% | 0.8 | i | -1% | -1% | . | -4%
O=C(O)CCCC[C@@H]1SC[C@@H]2NC(=O)N[C@@H]21 | i | -0.7% | 9% | -1.8 | i | 1% | . | -12% | -4%
O=C(CN1C(=O)NC2(CCCC2)C1=O)NCc1ccc(F)cc1 | i | 0.2% | -7% | 1.5 | i | -3% | -1% | -1% | -2%
Fc1ccc(/C=C\c2nccc3c2[nH]c2ccccc23)cc1 | i | 6.8% | ? | 2.1 | i | -12% | -3% | ? | -50%
C=CCNC(=O)N1CCCC(C(=O)c2cccc(OC(C)C)c2)C1 (configuration not stated) | i | -0.6% | -2% | -2.5 | i | -1% | 2% | ? | -7%
COc1ccc(C(=O)NCC(=O)Nc2ccccc2)cc1OC | i | 2.1% | -2% | -3.5 | i | 4% | 2% | 8% | 0%
O=C(NC1CCCCC1)c1nn2c(C(F)(F)F)cc(-c3ccco3)nc2c1Br | i | 4.7% | 23% | -0.5 | i | 3% | -1% | . | -9%
CSCCC(NC(=O)c1ccco1)C(=O)OCC(=O)Nc1ncc(Cl)c(C)c1Cl (configuration not stated) | i | 0.0% | 3% | 1.8 | i | 0% | -1% | . | -38%
CNC(=O)NC(=O)Cn1nc2n(c1=O)-c1ccccc1SC2 | i | 0.1% | 22% | -1.8 | i | 0% | 3% | 14% | -10%
Cc1ccc(C)c(N2CCN(c3ccc([N+](=O)[O-])cn3)CC2)c1 | i | -0.6% | -5% | -0.7 | i | -14% | 0% | 13% | 1%
CCN1C(=O)[C@H]2[C@@H](c3ccc(-c4ccc(F)cc4)c(OC)c3)N[C@@](Cc3ccccc3)(C(=O)OC)[C@H]2C1=O | i | -0.4% | 0% | -1.9 | i | -20% | -1% | ? | -5%
CC(=O)c1ccc(N2CCN(C(=O)c3cc4c(C)nc5ccccc5c4o3)CC2)cc1 | i | -1.1% | 8% | -8.7 | i | -3% | 0% | -10% | -35%
CCOC(=O)Cc1csc(NC(=O)COc2cc(C)cc(C)c2)n1 | i | -0.7% | -15% | -1.7 | i | 9% | 2% | 0% | -12%
CCCCCC(=O)N/N=C/c1cc(Br)c(O)c(OC)c1 | i | 18% | 6% | 0.7 | i | 2% | -15% | -18% | -38%
Cc1cccc2nc(-c3ccco3)c(Nc3ccc4c(c3)OCO4)n12 | ? | 0.2%&12% | ? | -0.1 | i | 0%&-3% | -5% | -10%&-8% | 11%&-16%
CCOC(=O)Nc1nc(C)c(C(=O)N(C)C)s1 | i | -0.7% | 1% | 2.0 | i | -4% | 0% | 20% | -1%
CCN1CCN(CCOc2ccccc2OCc2ccccc2)CC1 | i | -0.5% | -2% | -0.3 | i | -12% | 0% | 0% | 9%
COc1ccc([N+](=O)[O-])cc1NC(=O)C(C)Sc1ccc(C)cc1 (configuration not stated) | i | 0.1% | 0% | 0.4 | i | -2% | 3% | 18µM* | -9%
COc1ccccc1CCN1CCCC(CN(C)Cc2ccc(OCCO)cc2)C1 (configuration not stated) | i | 3.7% | -5% | -4.4 | i | -3% | 2% | 2% | -49%
CC(=NOC(=O)C1CCCCC1)c1nccs1 | i | -0.6% | 0% | 2.1 | i | . | . | . | 2%
Cc1c(OCc2ccc(C(=O)O)cc2)ccc2c(-c3ccccc3)cc(=O)oc12 | ? | 0.1% | ? | -0.7 | i | -10% | 0% | -22% | -33%
COc1ccccc1N1CCN(Cc2ccc(OC)c(OC)c2OC)CC1 | . | 0.2% | -14% | 1.9 | . | -5% | 1% | -33% | -22%
O=C(OCc1ccc([N+](=O)[O-])cc1)c1ccccn1 | i | 0.4% | -1% | -5.2 | i | -4% | -3% | -5% | 7%
O=C(Cc1ccc(S(=O)(=O)N2CCCC2)s1)N1CCN(c2ccccc2)CC1 | i | -0.4% | 24% | -93* | i | 0% | -1% | 4% | 6%
